# Screens: PubChem, National Center for Advancing Translational Sciences (NCATS)
# Menin MLL FP TR – qHTS Assay for Inhibitors Targeting the Menin-MLL Interaction in MLL Related Leukemias: Competition With Texas Red Labeled MLL-derived Mutant Peptide. O00255. Menin + Texas Red MLL mutant peptide, fluorescence polarization. Potency, µM (titrated, usually from 61.6 µM), for the others: at the top dose FP activity change, negative = inhibition, actives largely listed as inhibitors. 270,000 compounds, 0.23% hits. AID 1768, 2009; active = well fitted inhibition curve with a large enough effect in the polarisation, with a control signal flat, not every such curve was filed as active; inconclusive = small, poorly fitted or top-dose-only effect, or effect the other way, or a change in a side signal; inactive = no such curve, though single readings can be large or run the other way; the % refers to the polarisation; note: potency is the fitted concentration of half-maximal effect; % of control where 0% means no effect; many of its hits are not listed in these tables
# Target sequence (O00255 whole entry, looked up): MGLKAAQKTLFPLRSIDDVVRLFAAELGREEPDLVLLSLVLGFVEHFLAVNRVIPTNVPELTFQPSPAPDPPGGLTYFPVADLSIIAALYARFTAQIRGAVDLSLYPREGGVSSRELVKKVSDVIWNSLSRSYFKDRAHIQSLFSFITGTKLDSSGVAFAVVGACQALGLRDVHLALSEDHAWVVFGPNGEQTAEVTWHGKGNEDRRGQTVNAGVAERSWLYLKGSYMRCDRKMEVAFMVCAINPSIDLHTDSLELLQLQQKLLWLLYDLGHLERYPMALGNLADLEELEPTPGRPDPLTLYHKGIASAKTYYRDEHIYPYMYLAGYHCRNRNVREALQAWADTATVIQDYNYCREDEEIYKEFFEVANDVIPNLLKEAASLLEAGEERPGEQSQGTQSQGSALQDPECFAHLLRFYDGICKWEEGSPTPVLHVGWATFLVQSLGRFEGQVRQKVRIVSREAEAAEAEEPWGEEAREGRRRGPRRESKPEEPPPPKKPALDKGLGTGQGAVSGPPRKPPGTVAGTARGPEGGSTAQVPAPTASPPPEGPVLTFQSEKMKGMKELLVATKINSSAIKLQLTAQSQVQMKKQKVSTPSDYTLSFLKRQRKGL
# USP2a block – qHTS Assay for Inhibitors of Ubiquitin-specific Protease USP2a Using CHOP2 as the Reporter; Ubiquitin carboxyl-terminal hydrolase 2 (Homo sapiens), O75604; USP2 core, Ub-CHOP2 coupled fluorogenic reporter, 485/531; Potency, µM (top dose mostly 38.3 µM), without a hit: at the top dose activity change, negative = inhibition, usual class: inhibitors; 330,000 compounds, 0.01% hits; AID 463254, 2010;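 note: potency is the fitted concentration of half-maximal effect; plate controls were DMSO wells for no effect and full inhibition by NEM control for full effect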
#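 USP2 core (10nM final) preincubated 30min RT with compound in 20mM Tris-HCl pH 8.0, 2mM CaCl2, 2mM beta-mercaptoethanol, 0.05% CHAPS; 25nM Ub-CHOP2 plus 25nM reporter substrate added, fluorescence (Ex485/Em531) read after 60min.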
# FBPA coupling cs – qHTS Assay for Inhibitors of Fructose-1,6-bisphosphate Aldolase from Giardia Lamblia: Coupling assay counterscreen; coupling enzyme system counterscreen, AmpLite Red fluorescence; activity change, negative = inhibition, % at 58.2 µM, hits read low; 290,000 compounds, 0.67% hits; in the data active = activity change below about -30%; note: % is set by controls: 0 for no effect and ±100 for the full control effect
#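 Compounds tested against the coupling enzymes alone at 57.5 uM final; readout was AmpLite Red fluorescence (525/598 nm) after 20 min at RT.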
# GALK inhibitor – qHTS Assay for Inhibitors of Human Galactokinase (GALK). P51570. Purified GALK, Kinase-Glo residual ATP luminescence. Potency, µM (titrated, usually from 57.5 µM), for inactives: at the highest dose activity change, negative = inhibition, hits mostly inhibitors. 270,000 compounds, 0.007% hits; note: potency is the fitted concentration of half-maximal effect; % is set by controls: 0 for no effect and ±100 for the full control effect
#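 ATP-depletion format; final 35 uM ATP, 100 uM D-galactose, 5 nM enzyme; pH 8.0 HEPES/Mg2+ buffer; 60 min RT; luminescence read 10 min after detection reagent.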
# B2AR arrestin – qHTS assay of beta-arrestin-biased ligands of beta2-adrenergic receptor; 330,000 compounds, 0.02% hits; Beta-2 adrenergic receptor (Homo sapiens), P07550; Potency, µM (top dose mostly 46.1 µM), inactives show at the highest dose activation, actives largely listed as activators; beta-arrestin recruitment to beta2AR, cell-based reporter;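 note: potency is the fitted concentration of half-maximal effect; 0% = DMSO controls and full agonism = EC100 isoproterenol or metaproterenol; nearly all actives have a fitted effect of over 65% in size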
# Target sequence (P07550 whole entry, looked up): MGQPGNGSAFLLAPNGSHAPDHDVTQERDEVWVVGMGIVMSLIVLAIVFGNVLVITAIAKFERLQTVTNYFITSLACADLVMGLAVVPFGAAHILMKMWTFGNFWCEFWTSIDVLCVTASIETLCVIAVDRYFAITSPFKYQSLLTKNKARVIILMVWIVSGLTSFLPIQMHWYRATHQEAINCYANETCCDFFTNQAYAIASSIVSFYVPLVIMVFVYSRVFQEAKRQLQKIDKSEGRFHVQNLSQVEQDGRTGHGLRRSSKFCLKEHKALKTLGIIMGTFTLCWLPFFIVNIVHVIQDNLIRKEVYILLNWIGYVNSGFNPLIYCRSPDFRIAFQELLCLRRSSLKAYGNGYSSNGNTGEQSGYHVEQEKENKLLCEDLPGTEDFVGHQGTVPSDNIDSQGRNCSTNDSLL
# hERG WT inh – qHTS for Inhibitors of KCHN2 3.1: Wildtype qHTS. 340,000 compounds, 0.37% hits. activity change, % at 1.84 µM. U2OS, BacMam KCNH2, thallium flux FluxOr; active compounds read low. Voltage-gated inwardly rectifying potassium channel KCNH2 (Homo sapiens), Q12809;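 active = maximum activity change below -70%; inconclusive = maximum activity change between -70% and -50%; inactive = maximum activity change above -50%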; note: % is set by controls: 0 for no effect and ±100 for the full control effect
#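 U2OS cells transduced with wild-type KCNH2 virus are loaded with FluxOr dye for 45 min, and thallium flux is measured in kinetic reads before and after stimulation buffer. Rate constants are normalized to DMSO controls.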
# PKM2 activator – qHTS Assay for Activators of Human Muscle isoform 2 Pyruvate Kinase | Pyruvate kinase PKM (Homo sapiens), P14618 | purified PKM2, Kinase-Glo ATP luminescence, activation; response scale: 0% is enzyme alone, no compound | Potency, µM (series often up to 57.5 µM), without a hit: at the top dose activation, most hits filed as activators | 260,000 compounds, 0.34% hits; note: potency is the fitted concentration of half-maximal effect; % is set by controls: 0 for no effect and ±100 for the full control effect; nearly all actives have a fitted effect of over 55% in size
#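 ATP formation by purified human PK-M2, quantified via coupled luciferase luminescence after 1 h at room temperature with 0.1 mM ADP and 0.5 mM PEP final.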
# TRPV1 agonist – HTS Assay for Compounds that Act as Agonists of the Vanilloid Receptor 1. TRPV1-expressing cells, Fluo-8 calcium influx, agonist mode. activation, % at 8.33 µM. 320,000 compounds, 0.19% hits. AID 540275, 2011; in the data active = activation above about 80%; inconclusive = between about 30% and that limit; note: 0% is about no effect
#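 Cells expressing TRPV1 were dye-loaded with Fluo-8 and read kinetically: 10 s baseline, 3 min after compound (agonist portion), then 2 min after EC20 capsaicin (allosteric enhancer portion). Calcium-bound dye fluorescence at 480/520 nm.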
# KCNH2 3.1 block – qHTS for Inhibitors of KCHN2 3.1: Mutant qHTS. activity change, % (tested at about 1.8 µM). 340,000 compounds, 0.95% hits. U2OS KCNH2 3.1, thallium flux FluxOr; active compounds read low;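 active = maximum activity change below -70%; inconclusive = maximum activity change from -70% to -50%; inactive = maximum activity change above -50%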;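 note: thallium influx rate constant from kinetic fluorescence after stimulation buffer; % is set by controls: 0 for no effect and ±100 for the full control effect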
#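 Steps: virus added to U2OS suspension (4 h, RT, dark); medium with 10% FBS added, cells plated, 37 C overnight; FluxOr/Red40 loading buffer 45 min RT; stimulation buffer, 2 min kinetic read; rate constant normalized.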
# Giardia killer – Small Molecules that selectively kill Giardia lamblia: qHTS. Giardia lamblia trophozoite viability. activity change, % at 7.66 µM, hits read low. 340,000 compounds, 0.15% hits. AID 540267, 2011; in the data active = activity change below about -80%; inconclusive = between about -30% and that limit;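 note: parasites exposed to compound for two days anaerobically before the ATP read; % is set by controls: 0 for no effect and ±100 for the full control effect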
#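 Trophozoites 100 cells/well + cpd; 48 hrs, 37 deg C, anaerobic. ATPLite 1-Step added, 15-30 min RT, luminescence read (ATP-based viability).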
# CXXC DNA block – qHTS Fluorescence Polarization Assay for Inhibitors of MLL CXXC domain - DNA interaction; MLL-CXXC / FITC-HOXA9 DNA fluorescence polarization; Potency, µM (titrated, usually from 115 µM), for inactives: at the top dose activity change, negative = inhibition, actives largely listed as inhibitors; 290,000 compounds, 0.037% hits; active = well fitted inhibition curve with a large enough effect in the polarisation, with a control signal flat, not every such curve was filed as active; inconclusive = small, poorly fitted or top-dose-only effect, or effect the other way, or a change in a side signal; inactive = no such curve, though single readings can be large or run the other way; the % refers to the polarisation; note: potency is the fitted concentration of half-maximal effect
#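 Fluorescence polarization: 7 uM MLL-CXXC (stock) preincubated 5 min with compounds, then 50 nM fluorescein-HOX-A9 DNA (stock) added; 30 min ambient. Buffer 50 mM Tris-HCl pH 7.5, 50 mM NaCl, 1 mM DTT, 0.05% BSA.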
# * hit, by the source's call; ? = inconclusive; / = no result given; [ ] = remark or other dose. Unless noted, calls come from the whole dose curve; as a rule, active = well fitted curve in the direction sought with a large enough effect; inconclusive = small, poorly fitted or top-dose-only effect, or another doubt; inactive = no such curve, though single readings can be large; an effect the other way counts as inactive or inconclusive. An excerpt; count on the stated rates, not on these rows.
SMILES,Menin MLL FP TR,USP2a block,FBPA coupling cs,GALK inhibitor,B2AR arrestin,hERG WT inh,PKM2 activator,TRPV1 agonist,KCNH2 3.1 block,Giardia killer,CXXC DNA block
COC(=O)c1ccc(NCC(=O)N2CCCCCC2)cc1,-2%,0%,-6,0%,-0.3%,/,-13%,21,/,/,10%
Cc1nn(CC(=O)NCc2cc3ccccc3[nH]2)c(C)c1[N+](=O)[O-],7%,1%,-3,-4%,5.3%,-2,-1%,1,6,-3,4%
COc1ccc(S(=O)(=O)NN=C2CCCCC2)cc1,11%,5%,-1,-1%,-0.6%,-26,-2%,-7,1,0,9%
Cn1c(NCc2ccccc2)nc2c1c(=O)n(Cc1ccc(Br)cc1)c(=O)n2C,?,3%,-1,2%,-0.4%,27,?,7,3,-17,2%
CC(C)N(Cc1nc(-c2ccc3c(c2)OCO3)no1)CC1CCC(=O)N1 (stereo unspecified),-14%,1%,-1,2%,0.1%,-2,1%,1,-93*,-12,-10%
COc1ccc(OC)c(Nc2nc3ccccc3n3cnnc23)c1,/,0%,3,6%,-0.7%,-3,-3%,-15,14,6,6%
COc1ccc(C)cc1Nc1nc(C)nc2sc(C)cc12,-13%,-1%,-4,3%,0.0%,-1,/,?,-6,1,-6%
COc1ccccc1NC(=O)/C=C1\NC(=O)CS1,7%,-1%,-1,0%,0.2%,3,-13%,-1,3,-15,-2%
CC(=O)c1cc(C#N)c(NCc2cc(-c3ccccc3)no2)nc1C,-24%,7%,-1,6%,-0.2%,/,-7%,3,9,-15,3%
CC(C)(C)c1ccc(C(=O)NCC(=O)OCC(=O)NC(=O)NC2CCCC2)cc1,/,0%,/,/,0.2%,-2,/,0,-1,17,/
COc1cccc(/C(O)=C2\C(=O)C(=O)N(c3ccccn3)C2c2ccccc2OC)c1 (stereo unspecified),-1%,0%,1,-1%,-0.3%,-15,3%,-4,-8,-6,-3%
Cc1cc(/C=N/NC(=O)c2ccccn2)c(C)n1-c1cccc([N+](=O)[O-])c1,5%,3%,-5,0%,0.2%,-2,/,?,-9,-18,8%
Cc1ccccc1CSCC(=O)c1c(N)n(C)c(=O)n(C)c1=O,-1%,0%,4,0%,-0.3%,-1,9%,/,10,4,1%
O=C(OCC(=O)N1CCCCCC1)c1ccc(Cl)nc1,/,2%,/,/,0.1%,0,/,/,26,-12,/
COc1ccc(CCNC(=O)CCCCCNC(=O)N2CCn3c2nc2ccccc23)cc1OC,/,-2%,/,1%,0.3%,1,/,0,-9,8,-10%
CCOC(=O)c1ccc(N2CSC3=C(C#N)C(c4ccc(OC)cc4OC)CC(=O)N3C2)cc1 (stereo unspecified),-8%,0%,-5,2%,-0.7%,10,-10%,-2,0,10,11%
COc1cc2ccccc2cc1C(=O)Nc1nnc(-c2ccncc2)o1,-5%,1%,3,3%,-0.1%,4,-2%,-1,10,0,-3%
c1ccc(CSc2nnc(Cc3ccccn3)o2)cc1,1%,0%,1,3%,-2.9%,-3,0%,10,9,-26,0%
CCC(=O)Nc1ccc(S(=O)(=O)c2ccc(NC(=O)CC)cc2)cc1,-2%,-3%,1,-1%,-0.8%,2,-7%,-1,-1,8,-9%
Cc1cc(Br)ccc1SCC(=O)OCC(=O)NC1CCCC1,0%,2%,4,11%,0.3%,/,-4%,21,-21,2,6%
COc1cccc(C=N[C@@H](CO)[C@@H](O)c2ccc([N+](=O)[O-])cc2)c1O,/,-4%,-4,0%,-0.4%,4,0%,-2,10,-8,1%
O=C1NC[C@@H](c2ccccc2)OC(=O)[C@@H](Cc2ccc(F)cc2)CC/C=C/C[C@@H]1CC(=O)N(CCO)Cc1ccccc1,/,?,/,/,-0.2%,8,/,/,-8,-27,/
CCC(=NC)C1=C(O)CC(c2ccccc2)CC1=O (stereo unspecified),5%,0%,4,-2%,0.8%,3,-1%,3,37,4,3%
Cc1ccc(CC(=O)Nc2ccccc2-c2ccccc2)cc1C,?,-1%,3,0%,11%,2,-2%,28,-11,-8,6%
Cn1cccc1-c1nc2ccc(NC(=O)c3ccc([N+](=O)[O-])cc3)cc2[nH]1,?,0%,-4,0%,-0.2%,-3,0%,2,-44,21,18%
SMILES,Menin MLL FP TR,USP2a block,FBPA coupling cs,GALK inhibitor,B2AR arrestin,hERG WT inh,PKM2 activator,TRPV1 agonist,KCNH2 3.1 block,Giardia killer,CXXC DNA block
O=C(NCc1ccco1)C(=O)NCC(c1ccco1)N1CCOCC1 (stereo unspecified),3%,-1%,1,0%,-0.1%,9,-3%,0,2,25,3%
Cc1ccccc1CNC(=O)c1ccccc1N(C)S(=O)(=O)c1ccccc1,-12%,3%,4,4%,3.2%,3,0%,1,7,-10,-7%
N/C(=N/OC(=O)c1ccccc1Cl)c1ncc([N+](=O)[O-])s1,/,4%,0,4%,0.2%,1,-7%,9,-9,?,-3%
Cc1cc(OCC(=O)NC(C)C)cc(C)c1Cl,-20%,4%,-1,-5%,0.0%,-3,-1%,?,0,7,2%
CC(C)OCCCNC(=O)CN1C(=O)CSc2ccc(S(=O)(=O)N3CCCCC3)cc21,0%,2%,0,4%,-0.1%,-7,/,-6,-16,10,2%
CC(/C=C/c1ccc2c(c1)OCO2)=N/NC(=O)c1cccnc1,3%,1%,0,-3%,?,1,-3%,2,17,-8,8%
O=C(Nc1nc2ccc(F)cc2s1)C1CC(=O)N(c2ccc3c(c2)OCCO3)C1 (stereo unspecified),/,-2%,/,/,0.2%,1,/,23,-6,-3,/
COc1ccc(N2CC(C(=O)Nc3nnc(SCCC4OCCO4)s3)CC2=O)cc1 (stereo unspecified),/,-1%,/,-2%,0.5%,-3,-2%,3,-10,-8,11%
CC(C)CCNC(=O)C1CC(c2cccc(F)c2)=NO1 (stereo unspecified),/,-9%,4,-2%,0.3%,16,3%,2,3,4,4%
Cc1cc(C)c(S(=O)(=O)Nc2ccncc2)cc1C,4%,-1%,5,11%,-0.5%,-9,-2%[11.5 µM],-1,15,1,-4%
COCCCN(Cc1ccco1)C(=O)Cn1ncc2c([nH]c3ccccc32)c1=O,-21%,2%,-1,0%,-0.4%,-48,-2%,1,21,35[activator],10%
O=S(=O)(c1cc(Cl)ccc1Br)N1CCCCC1,1%,-1%,4,0%,0.0%,-1,1%,16,7,-11,0%
COCc1nnc(NC(=O)C2CC(=O)N(c3ccc(C)c(Cl)c3)C2)s1 (stereo unspecified),/,1%,/,/,-0.1%,5,/,19,-1,10,/
O=C(c1cc2cc([N+](=O)[O-])ccc2s1)N1CCOCC1,15%,1%,-2,1%,-1.2%,-10,-2%,14,3,-4,5%
COc1c(C)cc(C(=O)C2CCCN(Cc3cccc4nccnc34)C2)cc1C (stereo unspecified),-27%,2%,-1,1%,-0.3%,/,4%,-1,-21,-7,5%
COc1ccc(-c2nc3ccccc3s2)cc1,14%,4%,-4,15%,-0.9%,-15,-40%,2,3,?,1%
O=C(COc1cccnc1[N+](=O)[O-])NCc1ccco1,-4%,-1%,0,0%,-0.5%,-2,-6%,-2,-4,?,-4%
CC(C)C(O)C1CCN(Cc2nc(Cc3ccccc3Cl)no2)CC1 (stereo unspecified),-19%,0%,-2,-1%,0.3%,-4,0%,5,-1,37[activator],-11%
O=C(NC1CCCC1)C(c1c[nH]c2ccccc12)N(C(=O)Cn1nnc(-c2ccc(Cl)cc2)n1)c1ccccc1 (stereo unspecified),-21%,-4%,-4,4%,0.1%,-4,-4%,1,-21,21,15%
O=C1CSC(c2cccc(F)c2)N1c1ccccc1 (stereo unspecified),8%,-2%,1,0%,-0.9%,6,/,2,1,7,10%
O=C(Nc1ccnn1C1CCN(Cc2c(F)cccc2Cl)CC1)C1CCCC1,/,6%,/,0%,-0.9%,5,/,19,8,-6,-3%

# Three entries from above, arranged by their value in Menin MLL FP TR, descending.
smiles	Menin MLL FP TR
COc1ccc(-c2nc3ccccc3s2)cc1	14%
CC(C)OCCCNC(=O)CN1C(=O)CSc2ccc(S(=O)(=O)N3CCCCC3)cc21	0%
O=C(COc1cccnc1[N+](=O)[O-])NCc1ccco1	-4%
